HIF act = HIF pathway transcriptional activation; 300,000 tested, 0.32% active; activation, % at 7.5 µM (by protocol); U2OS HRE-luciferase reporter, luminescence; normalized: DMSO 0%, desferrioxamine 100%; AID 1910;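 active means mean activation of at least 10% of the iron chelator positive control signal, with at least half of replicates also reaching 10%; inconclusive means mean and replicate majority disagree about reaching 10%; inactive means mean and most replicates under 10%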
SKKanGAS inh = inhibitors of SKKanGAS S. pyogenes growth in kanamycin (SK-promoter or general growth effect). inhibition, % at 7.5 µM. 300,000 tested, 1.3% active. BacTiter-Glo, 6 h. AID 1662;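 active means mean replicate score, as percent of positive control median, at least 50; inconclusive means mean below 50 but one replicate at or above 50; inactive means mean and every replicate below 50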;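 further: strain carries kanamycin resistance gene driven by streptokinase promoter and grows in 40 µg/ml kanamycin; loss of luminescence reflects streptokinase promoter inhibition or plain growth inhibition; 0% = median of DMSO wells and 100% = positive control at its reference dose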
AI-2 QS modul = modulates the Vibrio harveyi AI-2 quorum sensing system; activity change, % at 7.5 µM; 300,000 tested, 0.4% active; Vibrio harveyi JMH597 AI-2 luminescence/OD600 ratio, 9 h; hits give low values; strain lacks LuxN and CqsS sensors; 0 = neutral-control median; in the data active means activity change below about -75%, passing the limit was not always enough; inconclusive means no clear call, values can overlap the other calls;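 further: luminescence divided by OD600 gain over 9 h not by final OD600 alone; inactives centre near 13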
HSF1 activator = increases HSF-1 driven luciferase reporter signal; NIH3T3-HGL HSF-1 luciferase reporter, MG132, 8 h; 100% = twice DMSO control signal; 300,000 tested, 1.7% active; activation, % at 9 µM;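 active means mean replicate activation of at least 50% with a set share of replicates each reaching 50%; inconclusive means only one of those two conditions met; inactive means mean below 50% and too few replicates reaching it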;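 further: 0% = median of the neutral control wells and 100% = twice that signal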
IEC-6 cytotox = kills IEC-6 intestinal cells in KLF5 counter-screen; IEC-6 cytotoxicity, luminescence viability; inhibition, % at 5 µM; 290,000 tested, 0.78% active; AID 1825; in the data active means inhibition above about 22%;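 further: 0% = plate median of test compound wells and 100% = cytotoxic reference compound wells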
HSP90 inh = inhibitors of HSP90 luciferase refolding in rabbit reticulocyte lysate; luciferase refolding luminescence, 3 h; inhibition, % at 5.6 µM; 290,000 tested, 0.91% active; AID 1789;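 active means inhibition above the screen-wide mean plus 3 SD, computed separately per campaign, cut at about 16% in these data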;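 further: 0% = DMSO wells and 100% = 60 µM geldanamycin wells; inhibitors lower the luminescence because luciferase stays unfolded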
HSF1 inhib = HSF1 inhibition | NIH3T3-HGL HSE-luciferase, MG132-induced, luminescence 8 h; hits give low values | activity change, negative = inhibition, % at 7.5 µM (by protocol) | 300,000 tested, 0.77% active;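 active means more than half of replicate wells show activity change below -50%, luminescence cut by over half; inconclusive means some wells, but at most half, below -50%; inactive means no replicate well below -50%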;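 further: luciferase reports HSF-1 transcriptional activity via heat shock element; 0% = median of DMSO wells and -100% = zero luminescence signal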
Platelet DG rel = platelet dense granule release activity. inhibition, %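 (compounds screened at 7.5 µM in platelet-rich plasma)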. human platelet-rich plasma, SFLLRN dense granule ATP release, luminescence. 300,000 tested, 0.22% active;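 active means mean replicate score, as percent of positive control, at or above 50; inconclusive means mean below 50 but at least one replicate at or above 50; inactive means mean and every replicate below 50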
KLF5 inhibitor = inhibitors of KLF5 expression | DLD-1 KLF5 promoter-luciferase reporter, luminescence | inhibition, % at 5 µM | 290,000 tested, 0.23% active | AID 1700;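 active means inhibition above a per-plate limit of that plate's mean compound inhibition plus 3 SD, cut at about 60% in these data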;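 further: 0% = DMSO wells and 100% = LY294002 at 200 µM; higher means less KLF5 promoter-driven luciferase light; inactives centre near -14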
aSyn 5UTR inh = MLPCN primary screen, SNCA 5' untranslated region | alpha-synuclein 5'UTR reporter, inhibitor activity | AID 1813 | 300,000 tested, 0.82% active | inhibition, % (tested at 7.5 µM); in the data active means inhibition above about 60%; inconclusive means no clear call, values can overlap the other calls;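 further: H4 neuroglioblastoma cells stably carrying SNCA 5'UTR luciferase fusion; 0% = DMSO wells and 100% = positive control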
Active calls of the source: *; ? = inconclusive; nt = no result given. No enrichment for hits; overall some 6% were active at least once.

SMILES	HIF act	SKKanGAS inh	AI-2 QS modul	HSF1 activator	IEC-6 cytotox	HSP90 inh	HSF1 inhib	Platelet DG rel	KLF5 inhibitor	aSyn 5UTR inh
CC(C)OCCCNC(=O)c1ccc2c(c1)NC(=O)c1ccccc1S2	1.3	1	26	4	-1	-2	-1	-1	-42	3
COc1ccc(-n2cc(C#N)c(=O)[nH]c2=O)cc1	0.2	6	40	1	1	-3	0	0	-11	-18
CCC(C)(C)NC(=O)/C=C/c1ccc(OC)c(S(=O)(=O)N2CCOCC2)c1	-0.2	-9	22	34	0	2	4	19	-16	18
Cc1ccc(S(=O)(=O)N(C)C)cc1NC(=O)C1Cc2ccccc2CN1C(=O)c1ccco1 (configuration not stated)	0.0	-3	10	1	0	4	1	-16	-5	21
Cc1ccc(C2(C)NC(=O)N(CC(=O)Nc3ccccc3N3CCCC3)C2=O)cc1 (configuration not stated)	?	-1	-3	19	nt	nt	11	2	nt	10
CCOC(=O)Cc1csc(NC(=O)c2ccc(OC)c(OC)c2)n1	0.9	0	17	-21	-6	-2	-8	-1	-28	7
Cc1ccccc1N(C(=O)Cc1cccs1)C(C(=O)NC1CCCCC1)c1cn(C)nc1C (configuration not stated)	0.0	-6	5	12	6	2	-4	0	-9	-3
COC(=O)Cc1cc(=O)n2[nH]c(SC)nc2n1	-2.7	-4	-1	3	-7	-3	-7	-5	9	8
O=C(CNS(=O)(=O)c1ccc(Br)s1)N1CCN(C(=O)c2ccco2)CC1	0.0	-10	8	-1	3	4	-5	2	-6	-18
CCC(=O)N1CCc2cc(S(=O)(=O)CCC(=O)Nc3nc(C)cs3)ccc21	-0.6	-1	-9	-2	4	4	-2	6	-9	-10
O=C(NC1CCCN(Cc2ccc(Cl)cc2)C1)c1c(F)ccc(F)c1F (configuration not stated)	-1.6	0	11	9	-1	-3	6	7	-50	-3
CCOc1ccc(NC(=O)CN(C)C(=O)Cc2c[nH]c3ccccc23)cc1OCC	1.3	-3	-3	-13	nt	nt	-5	4	nt	15
Cc1cc(C)c2c(N)c(C(=O)Nc3ccccc3F)sc2n1	30*	3	22	26	1	-4	11	2	-216	-157
CC1CCC(C(C)C)C(OCC(O)CNC(C)c2ccccc2)C1 (configuration not stated)	-0.3	1	16	3	5	3	3	6	-10	-2
NC(=O)c1ccccc1NS(=O)(=O)c1ccc(F)cc1	-0.2	-3	34	0	-1	-1	-6	1	29	10
COC(=O)[C@@H]1C[C@@]2(O)[C@H](O)[C@H](O)[C@H](O)C[C@H]2N1Cc1cc(F)ccc1F	-0.5	1	-2	0	nt	nt	-2	-5	nt	3
O=C1Nc2ccccc2/C1=C/c1ccc([N+](=O)[O-])cc1	0.2	-7	2	5	5	2	5	0	-35	-20
COc1ccccc1N1CC(O)=C(c2nc3ccccc3c(=O)[nH]2)C1=N	nt	7	35	13	4	3	9	-1	-58	-50
COc1ccc(N/C=C\C(=O)c2ccc(Br)cc2)cc1OC	-0.9	-5	6	3	1	-1	-5	3	7	-108
CCOC(=O)c1cc(C(=O)c2ccccc2O)cn2c(=O)c3c(C)c(C)sc3nc12	0.5	47	9	20	-3	-2	9	-4	-2	-1
O=C1c2ccccc2C(=O)N1c1cccc2cccnc12	-0.2	2	7	-12	44*	0	-7	16	-23	10
O=c1[nH]c(-c2ccc3c(c2)OCO3)nc2c1sc(=S)n2-c1ccccc1	0.3	7	32	-4	-1	1	-2	4	-35	6
Cc1cc2c(c(=O)o1)C1(C(=O)N(CC(=O)O)c3ccccc31)C(C#N)=C(N)O2 (configuration not stated)	-0.1	-5	16	-10	-2	-1	-3	3	-34	18
O=C(COc1ncnc2cc(Cl)ccc12)c1ccc2c(c1)OCCO2	3.1	-3	9	18	5	6	16	10	-30	-92
CCOc1cc(/C=N/NC(=O)c2ccncc2)ccc1OS(C)(=O)=O	-0.2	-5	9	7	3	1	6	7	-5	22
O=C(N/N=C/c1ccco1)C1CC1	-0.2	-5	21	-10	-1	-5	-6	2	-9	7
CC(CN1C(C)CCCC1C)OC(=O)c1ccccc1F (configuration not stated)	-0.8	-3	21	-6	-1	2	1	nt	-26	-14
CC(C)=CCCC1(C)C=Cc2c(c(C)cc3c2[nH]c2cc(O)ccc23)O1 (configuration not stated)	0.5	107*	13	12	nt	nt	-7	-1	nt	-18
COCCN(CCOC)S(=O)(=O)c1ccc(C(=O)NCCCN2CCOCC2)cc1	0.0	-3	18	-9	1	-2	-1	-29	-33	6
CCOC(=O)N1CCC(NC(=O)CCC(=O)N2CC(C)Oc3ccccc32)CC1 (configuration not stated)	-0.2	-6	8	11	-4	1	-2	1	-36	-6
Cc1ccc(CN2CCN(Cc3nc(C(C)C)cs3)CC2CCO)cc1 (configuration not stated)	0.4	-5	23	-13	-3	-4	4	2	-17	16
Oc1ccc(-c2onc(C(F)(F)F)c2-c2cscn2)c(O)c1	0.0	-5	21	2	4	7	-9	-2	12	-12
COc1ccc(CC(=O)NC(=S)Nc2ccc(S(=O)(=O)NC(C)(C)C)cc2)cc1	-0.4	-2	29	-5	-2	3	-3	-4	3	3
Cn1c(SCC(=O)Nc2cccc(Br)c2)nnc1-c1cc2ccccc2o1	-0.4	1	5	-13	0	2	-2	0	-20	-38
CCCc1nc2sc3c(SCC(=O)NCc4ccco4)ncnc3c2c2c1CCC2	nt	12	9	nt	-11	9	nt	-11	-9	nt
CC(O)CNc1ccc(-c2nn(C)c(=O)c3ccccc23)cc1[N+](=O)[O-] (configuration not stated)	0.0	-8	4	-14	5	-1	-6	-3	-20	18
CNC(=O)c1ccccc1NC(=O)C1CC(=O)N(C(C)C)C1 (configuration not stated)	0.5	-8	15	-1	0	-4	-2	-3	-22	9
Cc1cc(NC(=O)c2ccc(N(C)S(=O)(=O)c3ccccc3)cc2)no1	-0.1	1	13	7	6	0	1	5	-6	-2
O=C(c1ccc(S(=O)(=O)N2CCCC2)cc1)N(Cc1ccco1)C1CCS(=O)(=O)C1 (configuration not stated)	-0.7	-3	3	-28	-4	0	-11	1	-12	10
O=C(C1CCCN(S(=O)(=O)c2ccc(F)cc2)C1)N(Cc1cccs1)C1CC1 (configuration not stated)	0.8	-5	-22	32	3	1	14	-2	-6	3
Cc1cc(-c2ccc(C)c(S(=O)(=O)NCc3ccc(OC(C)C)cc3)c2)on1	0.8	-9	4	0	-12	-5	-2	5	-2	-7
O=C(N[C@@H](Cc1ccc(O)cc1)C(=O)O)c1ccncc1	0.0	-1	10	7	nt	nt	-8	-3	nt	5
CC1Cc2ccccc2N1C(=O)CSc1nnc(Cn2nnc3ccccc32)n1C (configuration not stated)	-0.2	-3	6	5	-1	5	0	-1	-11	-8
Cc1ccccc1COc1cccc(/C=N/NC(=O)c2nnn(-c3nonc3N)c2C)c1	-0.3	5	26	-13	-9	-2	0	-4	6	-36
O=C(C1CCC1)N1CCCc2cc(S(=O)(=O)N3CCN(c4ccccc4)CC3)ccc21	0.1	5	15	6	5	1	8	0	-12	14
COCCNC(=S)N1CCN(S(C)(=O)=O)CC1	-0.2	1	13	-10	0	3	-4	-4	-16	-8
O=C(c1ccc2ncsc2c1)N1CCN(c2nc3ccccc3s2)CC1	-0.3	5	2	-1	4	-3	-10	16	-57	-17
Cc1ccc(Cl)c2sc(N3CCN(C(=O)c4ccco4)CC3)nc12	0.1	-8	-10	-7	nt	nt	-4	8	nt	-22
O=S(=O)(NCCc1ccccc1)c1ccc(Cl)nc1	-0.1	-2	25	2	-2	-2	-2	-11	4	21
COC(=O)c1c(C(=O)NCc2ccccc2)ncn1CC(O)COc1ccccc1 (configuration not stated)	0.2	0	2	-4	-3	0	-14	-4	-12	-36
NS(=O)(=O)c1ccc(CNC(=O)c2cccnc2Cl)cc1	0.5	1	11	-2	-4	-1	-4	-5	-3	10
CCOC(=O)N1CCN(C(=O)CCc2cc(OC)c(OC)c(OC)c2)CC1	-0.7	-1	20	-39	2	-3	-20	1	-20	6
CCN(CC)N=Nc1ccc(S(=O)(=O)Nc2c(C)n(C)n(-c3ccccc3)c2=O)cc1	-1.0	-4	12	0	-8	4	0	1	-43	6
COc1ccc(C(=O)NCc2nnc(SCC(=O)Nc3cc(OC)ccc3OC)o2)cc1	0.0	-3	26	1	-1	1	0	-8	-16	-5
Cc1cc(C)cc(-n2ncc3c2CCCC3NC(=O)c2cc(C)[nH]n2)c1 (configuration not stated)	0.1	6	29	-18	2	3	-4	3	-17	31
N#CC1=CN(Cc2ccccc2)C=C(/C=N/Nc2ccccc2)C1	0.7	-1	-4	35	1	2	15	4	-9	-40
O=C(CSc1nnc(-c2ccncc2)o1)N1CCc2ccccc2C1	-0.2	0	-1	5	-4	2	-1	19	-31	-1
CSc1ccc(C(=O)N2CCc3ccc(NC(=O)c4ccccn4)cc3C2)cc1	1.4	-2	27	-7	2	6	18	0	-33	-73
O=C(Nc1nc(-c2ccccc2)c(C(=O)c2ccccc2)s1)c1ccc(S(=O)(=O)N2CCCCC2)cc1	0.1	15	24	-6	-4	-3	-2	11	5	18

Grouped by structure: the compounds so far containing an NH in an aromatic ring
SMILES	HIF act	SKKanGAS inh	AI-2 QS modul	HSF1 activator	IEC-6 cytotox	HSP90 inh	HSF1 inhib	Platelet DG rel	KLF5 inhibitor	aSyn 5UTR inh
COc1ccc(-n2cc(C#N)c(=O)[nH]c2=O)cc1	0.2	6	40	1	1	-3	0	0	-11	-18
COC(=O)Cc1cc(=O)n2[nH]c(SC)nc2n1	-2.7	-4	-1	3	-7	-3	-7	-5	9	8
CCOc1ccc(NC(=O)CN(C)C(=O)Cc2c[nH]c3ccccc23)cc1OCC	1.3	-3	-3	-13	nt	nt	-5	4	nt	15
COc1ccccc1N1CC(O)=C(c2nc3ccccc3c(=O)[nH]2)C1=N	nt	7	35	13	4	3	9	-1	-58	-50
O=c1[nH]c(-c2ccc3c(c2)OCO3)nc2c1sc(=S)n2-c1ccccc1	0.3	7	32	-4	-1	1	-2	4	-35	6
CC(C)=CCCC1(C)C=Cc2c(c(C)cc3c2[nH]c2cc(O)ccc23)O1 (configuration not stated)	0.5	107*	13	12	nt	nt	-7	-1	nt	-18
Cc1cc(C)cc(-n2ncc3c2CCCC3NC(=O)c2cc(C)[nH]n2)c1 (configuration not stated)	0.1	6	29	-18	2	3	-4	3	-17	31
